Screens (PubChem)
DRD3 agonist – qHTS of D3 Dopamine Receptor Agonist: qHTS; D(3) dopamine receptor (Homo sapiens), P35462; D3R DiscoveRx beta-arrestin cells, luminescence, 90 min; max activation, %; 410,000 tested, 0.58% active; AID 652048, 2013; in the data active = max activation above about 30%; also: 0% is about no effect; mostly tested at two doses, the higher about 12 µM
Target sequence (P35462 whole entry, looked up): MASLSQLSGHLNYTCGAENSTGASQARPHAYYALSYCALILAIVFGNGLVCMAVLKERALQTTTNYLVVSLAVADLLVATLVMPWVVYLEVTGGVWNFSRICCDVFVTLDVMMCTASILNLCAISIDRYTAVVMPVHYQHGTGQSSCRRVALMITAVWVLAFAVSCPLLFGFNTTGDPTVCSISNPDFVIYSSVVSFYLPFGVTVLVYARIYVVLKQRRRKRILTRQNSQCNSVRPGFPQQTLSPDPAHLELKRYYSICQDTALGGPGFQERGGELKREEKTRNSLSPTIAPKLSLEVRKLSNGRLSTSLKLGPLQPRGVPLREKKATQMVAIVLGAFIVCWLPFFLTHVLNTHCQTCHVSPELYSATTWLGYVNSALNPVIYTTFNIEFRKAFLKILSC
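Agonist mode: compounds and dopamine controls were applied to plated cells for 90 min at 37 degrees C after an overnight attachment at 1500 cells/well. Luminescent read-out followed 30 - 60 minutes at room temperature with DiscoveRx detection reagent.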
EPAC2 agonist – qHTS for Agonist of cAMP-regulated guanine nucleotide exchange factor 4 (EPAC2): primary screen | Potency, µM (top dose mostly 154 µM), inactives show at the highest dose activation, usual class: activators | EPAC2 activation, biochemical qHTS; response scale: 100% = 6.5 mM cAMP response | 360,000 tested, 0.079% active | Rap guanine nucleotide exchange factor 4 (Homo sapiens), Q8WZA2 | AID 720711, 2013; also: potency is read from the fitted curve at half-maximal effect; nearly all actives have a fitted effect of over 50% in size
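Readout is BODIPY fluorescence (480 nm excitation, 540 nm emission), which falls as labeled GDP is exchanged off Rap1B. EPAC2 at 100 nM acted on 250 nM RAP1B-BODIPY-GDP with 50 uM GDP present.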
PTHR1 ag – qHTS for PTHR1 Agonists: Primary Screen | Parathyroid hormone/parathyroid hormone-related peptide receptor (Homo sapiens), Q03431 | HEK293 GP2 PTHR1 cells, GloSensor cAMP luminescence, 1 h | Potency, µM (highest dose often 115 µM), without a hit: at the highest dose activation, actives largely listed as activators | 410,000 tested, 0.075% active | AID 743266, 2014; also: potency is read from the fitted curve at half-maximal effect; nearly all actives have a fitted effect of over 55% in size; some results filed as inactive show a strong effect at the top dose; inactives centre near -15; many of its hits are not listed in these tables
Target sequence (Q03431 whole entry, looked up): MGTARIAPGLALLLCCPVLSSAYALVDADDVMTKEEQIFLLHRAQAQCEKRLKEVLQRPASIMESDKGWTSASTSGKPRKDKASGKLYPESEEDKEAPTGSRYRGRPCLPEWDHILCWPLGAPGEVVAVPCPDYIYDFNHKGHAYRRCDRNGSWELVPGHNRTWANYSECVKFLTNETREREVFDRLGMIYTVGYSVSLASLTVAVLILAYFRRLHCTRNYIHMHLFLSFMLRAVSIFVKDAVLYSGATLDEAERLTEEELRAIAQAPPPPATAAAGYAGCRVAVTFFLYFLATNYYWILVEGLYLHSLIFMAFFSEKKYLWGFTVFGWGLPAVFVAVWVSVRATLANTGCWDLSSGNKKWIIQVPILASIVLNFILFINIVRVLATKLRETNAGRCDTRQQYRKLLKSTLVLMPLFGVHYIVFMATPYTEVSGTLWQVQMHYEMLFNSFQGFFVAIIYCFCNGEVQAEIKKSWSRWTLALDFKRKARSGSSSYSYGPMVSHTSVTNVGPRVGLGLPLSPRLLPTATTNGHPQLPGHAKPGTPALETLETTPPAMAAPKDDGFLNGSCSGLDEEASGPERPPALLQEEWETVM
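HEK-293-derived GP2 cells expressing PTHR1 and a GloSensor cAMP reporter, 3,000/well, plated overnight, given luciferin plus IBMX (each 0.5 mM as added) for 1 h at 37 °C, then compound for 1 h at 37 °C. Luminescence was read after 15 min at room temperature.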
EPAC2 antagonist – qHTS for Antagonist of cAMP-regulated guanine nucleotide exchange factor 2 (EPAC2): primary screen; EPAC2 GEF exchange of Rap1B-BODIPY-GDP, fluorescence; Potency, µM (series often up to 114 µM), without a hit: at the top dose activity, negative = inhibition, hits mostly inhibitors; 360,000 tested, 0.18% active; also: potency is read from the fitted curve at half-maximal effect; % is scaled to controls: 0 for no effect and ±100 for the full control effect; nearly all actives have a fitted effect of over 45% in size; many of its hits are not listed in these tables
Mm-Cpn inhibitor – Inhibitors of TCP-1 ring complex (TRiC) of Methanococcus maripaludis (MmCpn): qHTS; Chaperonin Mm-Cpn (Methanococcus maripaludis); purified Mm-Cpn ATPase, ADP Transcreener TR-FRET; Potency, µM (top dose mostly 76.9 µM), for the others: at the top dose activity, negative = inhibition, hits mostly inhibitors; 330,000 tested, 0.031% active; also: potency is read from the fitted curve at half-maximal effect; % is scaled to controls: 0 for no effect and ±100 for the full control effect; nearly all actives have a fitted effect of over 80% in size
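Purified archaeal chaperonin (25 nM final) was preincubated with compound for 10 min at 37°C, then ATP (10 uM final) was added for 30 min at 37°C in Tris pH 7.4/KCl/MgCl2/DTT buffer. ADP was quantified by HTRF Transcreener TR-FRET.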
CCT chaperon mod – High-Throughput Screening for Modulators of Cytosolic Chaperonin Activity | purified chaperonin ATPase assay, HTRF ADP detection, 30 min | activity change, % (concentration not given with the values), hits read low | 360,000 tested, 0.3% active | AID 651819, 2012; in the data active = activity change below about -30%; also: % is scaled to controls: 0 for no effect and ±100 for the full control effect
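First, chaperonin was dispensed at 40 nM or 20 nM final depending on batch activity. Next, compounds were pinned at 76 uM and ATP added at 10 uM. After 30 min at 37 °C, ADP detection reagents ran 30 min at ambient temperature.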
pAkt inh – HTS Assay for Inhibitors of Akt Phophorylation: Primary Screen; AID 651550, 2012; activity change, % for hits at 50 µM; Neuro2A IGF-stimulated pAkt S473 HTRF, 20 min; hits give low values; 360,000 tested, 0.32% active; in the data active = activity change below about -80%; inconclusive = mostly about -51% to -80%; also: % is scaled to controls: 0 for no effect and ±100 for the full control effect
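Neuro2A cells (4,500/well, DMEM with 0.5% FBS) were treated with compound at a single 50 µM final concentration, stimulated with 6 nM IGF for 20 min at 37 °C, and lysed. Phospho-Akt Ser473 was read by HTRF as 665/615 ratio ×10^4.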
DRD3 antagonist – qHTS of D3 Dopamine Receptor Antagonist: qHTS. D3R cells, DiscoveRx beta-arrestin luminescence, antagonist mode; hits give low values. max response, negative = inhibition, %. D(3) dopamine receptor (Homo sapiens), P35462. 360,000 tested, 2.5% active; in the data active = max response below about -50%; inconclusive = no clear call, values can overlap the other calls; also: % is scaled to controls: 0 for no effect and ±100 for the full control effect; mostly tested at two doses, the higher about 12 µM
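Cells expressing the human receptor were seeded at 1500 cells/well, incubated overnight at 37 degrees C in 5% CO2, then exposed to library compounds with dopamine controls for 90 minutes at 37 degrees C before luminescent detection.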
An asterisk follows results filed as active; i = inactive; ? = inconclusive; . = no result given; [ ] = dose if it differs, or a comment. Unless noted, calls follow the shape of the dose curve; as a rule, active = well fitted curve in the direction sought with a large enough effect; inconclusive = small, poorly fitted or top-dose-only effect, or another doubt; inactive = no such curve, though single readings can be large; an effect the other way counts as inactive or inconclusive. Some of the compounds tested; the hit share may differ from the screen's.

canonical_smiles,DRD3 agonist,EPAC2 agonist,PTHR1 ag,EPAC2 antagonist,Mm-Cpn inhibitor,CCT chaperon mod,pAkt inh,DRD3 antagonist
COc1cc(OC)c(NC(=O)CN(C)S(=O)(=O)c2ccc(-c3ccc(=O)[nH]n3)s2)cc1Cl,-10,10%,-2%,-9%,-6%,2.2,.,32
Cn1cccc1Cc1nnc(SCC(=O)NCc2ccccc2Cl)n1-c1ccc(F)cc1,-1,15%,-10%,7%,-5%,-0.7,i,-21
CCc1nc2ccc(C(=O)N3CCN(c4ccc([N+](=O)[O-])cc4)CC3)cc2nc1CC,3,0%,-29%,-3%,0%,-1.1,i,13
Cc1ccc([N+](=O)[O-])c(NC(=O)COC(=O)CCNS(=O)(=O)c2cccs2)c1C,-1,8%,-25%,6%,.,0.3,i,9
CC(C)c1c(C(=O)N/N=C/c2ccc3c(c2)OCO3)nnn1-c1nonc1N,2,13%,-18%,-3%,-1%,0.1,i,-1
CCOc1ccc(-c2cn3ccccc3n2)cc1,-7,-3%,-90%[inhibitor],-16%,0%,1.7,i,-19
O=C(N[C@@H]1CC[C@@H](CCNC(=O)C2CCOCC2)O[C@@H]1CO)c1ccncc1,7,3%,i,-1%,.,.,i,2
COc1ccc(Cn2nnnc2C(c2cccnc2)N2CCN(c3ccc(O)cc3)CC2)cc1 (stereo not given),18,3%,i,-2%,-1%,-5.0,i,38
CC1CCN(C(=O)c2cc(-c3ccco3)on2)CC1,-7,17%,-16%,-5%,?,-1.2,i,-8
Cc1ccc(/C=C/C(=O)NN2CCN(C)CC2)cc1,8,8%,i,8%,1%,-0.3,i,15

canonical_smiles,DRD3 agonist,EPAC2 agonist,PTHR1 ag,EPAC2 antagonist,Mm-Cpn inhibitor,CCT chaperon mod,pAkt inh,DRD3 antagonist
CN1C(C(=O)NCc2ccccc2)CC2Cn3c(nc4cc5ccccc5cc43)C21 (stereo not given),-15,12%,i,17%,0%,-1.3,i,16
COc1c(C)cc(C(=O)C2CCCN(C(=O)c3ccc4[nH]ccc4c3)C2)cc1C (stereo not given),-2,7%,i,-16%,0%,1.0,i,-15
CCCCC(NS(=O)(=O)c1ccc(C)cc1)C(=O)Oc1ccc2c3c(c(=O)oc2c1)CCC3 (stereo not given),52*,5%,-28%,-7%,1%,-4.7,i,46
Nc1nccc(/C=C/c2c(F)cccc2Cl)n1,1,1%,-2%,-2%,0%,2.4,i,5
C/C(=N\Nc1ccccc1[N+](=O)[O-])c1ccc(N2CCOCC2)cc1,-4,-1%,i,14%,-12%,-3.2,i,-5
CCOc1ccc(-c2nc(S(=O)(=O)c3ccccc3)c(NCc3cccnc3)o2)cc1,2,4%,-6%,-7%,-2%,-0.9,i,0
O=C(COC(=O)c1ccc(F)cc1Cl)NC1CCS(=O)(=O)C1 (stereo not given),1,6%,i,22%,1%,-5.6,i,-1
CN(C)c1ccc(C(C#N)c2ccc(Cl)cc2)nn1 (stereo not given),6,-5%,-29%,7%,-2%,-2.8,i,4
COc1ccc(-c2csc(=NCCO)n2-c2ccccc2)cc1,-2,?,-24%,-14%,?,-3.1,i,33
CC1=C(C(=O)Nc2ccc(F)c(F)c2)C(c2cccs2)NC(=S)N1 (stereo not given),4,4%,i,11%,0%,-1.3,i,0

canonical_smiles,DRD3 agonist,EPAC2 agonist,PTHR1 ag,EPAC2 antagonist,Mm-Cpn inhibitor,CCT chaperon mod,pAkt inh,DRD3 antagonist
O=C1C=C(c2ccc(Cl)c(C(F)(F)F)c2)C[C@@H](c2ccc(Cl)cc2)C1,-1,-1%,-14%,6%,-12%,-1.2,i,0
CC(=O)O[C@H]1CC[C@@]2(C)[C@@H](CC[C@@H]3[C@@H]2CC[C@]2(C)[C@@H](C(C)(C)O)C[C@@H]32)C1,27,1%,-10%,-7%,2%,-1.6,i,1
Cc1ccc(S(=O)(=O)N2CC(C)N(S(C)(=O)=O)C2)cc1 (stereo not given),-3,0%,i,-2%,1%,0.3,i,8
CCOc1ccc(CN2CCN(Cc3[nH]c4ccc(OC)cc4c3C)CC2CCO)cc1 (stereo not given),-6,17%,i,-6%,-4%,1.8,i,11
CN(O)/C=c1/ccc2c(n1)C(=O)C=CC=2,-6,-3%,i,2%,0%,0.1,i,?
CC(C)(C)c1cc(S(=O)(=O)CCc2ccccn2)cc(C(C)(C)C)c1F,1,-4%,-44%[inhibitor],-25%,-5%,-2.8,i,-10
COc1ccc(NC(=O)c2sc3nc(N4CCOCC4)c4c(c3c2N)CCCC4)c(OC)c1,6,-3%,i,-18%,-2%,0.4,i,12
Cc1ccc(S(=O)(=O)N(C)CC(=O)OCC(=O)NCCN2C(=O)CSC2=O)cc1,4,8%,-6%,4%,1%,0.0,i,0
c1ccc(-c2ccncc2)nc1,5,10%,-22%,-3%,-3%,2.8,i,24
Cc1c(/C=N\NC(=O)c2csc3ccccc23)cnn1C,-4,6%,-8%,-21%,0%,0.7,i,-1

canonical_smiles,DRD3 agonist,EPAC2 agonist,PTHR1 ag,EPAC2 antagonist,Mm-Cpn inhibitor,CCT chaperon mod,pAkt inh,DRD3 antagonist
Cc1ccc(NC(=O)Cn2nc(C(=O)O)c3ccccc3c2=O)cc1S(=O)(=O)N1CCCCC1,1,2%,-47%[inhibitor],-3%,0%,-14,i,14
O=C(Nc1cccc(C(=O)O)c1)/C(=C\c1ccc2c(c1)OCO2)NC(=O)c1ccc(Br)o1,-3,4%,i,10%,0%,-0.8,i,5
COc1cccc2cc(/C(C)=N/NC(=O)c3ccco3)oc12,-13,6%,i,-6%,0%,-4.8,i,-5
COc1ccc(-c2nc3c4ccccc4ccn3c2C=O)cc1,-3,4%,i,2%,-1%,-2.9,i,0
N/C(=N\S(=O)(=O)c1ccc(Cl)cc1)N1CCOCC1,-6,-3%,i,3%,1%,0.1,i,6
CC(C)c1ccc(CC(=O)N2CCC2(C)C(=O)NCc2cccc3ccccc23)cc1 (stereo not given),4,0%,-30%,?,.,-0.4,i,4
COC(=O)CCCCCCCC(=O)Nc1nnc(C(F)(F)F)s1,-7,6%,-6%,-2%,1%,1.6,i,-9
CC1CN(C(=O)COC(=O)c2cc(=O)c3ccccc3o2)CC(C)O1 (stereo not given),-4,-7%,11%,3%,-1%,2.6,i,8
CN(C)c1cccc2c(S(=O)(=O)Nc3ccccn3)cccc12,-3,-1%,i,-3%,-21%,2.9,i,11
O=C(O)c1ccccc1C(=O)Nc1cc(-c2ccccc2)[nH]n1,-1,9%,-21%,15%,0%,-0.9,i,-23

canonical_smiles,DRD3 agonist,EPAC2 agonist,PTHR1 ag,EPAC2 antagonist,Mm-Cpn inhibitor,CCT chaperon mod,pAkt inh,DRD3 antagonist
C[C@H](CO)N1C[C@H](C)[C@@H](CN(C)S(=O)(=O)c2cn(C)cn2)Oc2ccc(NS(=O)(=O)c3ccccc3)cc2C1=O,35*,-5%,-21%,-8%,0%,1.2,i,7
CCN(Cc1ccc(NC(C)=O)cc1)CC1CCCN(CCc2cccc(F)c2)C1 (stereo not given),-6,0%,i,2%,2%,0.4,i,?
CC(/C=N/NC(=O)Cn1cnc2c1c(=O)n(C)c(=O)n2C)=C\c1ccco1,14,5%,i,3%,-1%,-1.9,i,-6
CCOC(=O)c1c(NC(=O)c2ccc(S(=O)(=O)N3CCOCC3)cc2)sc2c1CCN(C(C)C)C2,-5,12%,-28%,6%,-13%,-0.2,i,-11
COc1cccc(C(C[N+](=O)[O-])c2c(C)[nH]n(-c3ccccc3)c2=O)c1 (stereo not given),-14,4%,i,2%,-20%,-3.4,i,0
CN1OC[C@@H]2CN[C@H](c3cccc(Oc4ccccc4)c3)C[C@@H]21,0,-2%,i,-3%,.,1.3,i,-5
c1ccc(CN2CC[C@@H](Nc3nccn4ccnc34)C2)cc1,-25,10%,3%,9%,.,0.4,i,0
Cc1cccc(N=C2NC(=O)/C(=C/C=C/c3ccco3)S2)c1C,-1,3%,i,-1%,-2%,-2.5,i,-4
O=c1c2ccccc2nc2n1CCO2,-1,15%,i,14%,0%,-2.8,i,-8
Cc1nn(C)c(Cl)c1CN1CCC(CO)(CC2CCCCO2)CC1 (stereo not given),-6,9%,-17%,6%,6%,-3.3,i,2

The list goes on; the last two above are carried over.
canonical_smiles,DRD3 agonist,EPAC2 agonist,PTHR1 ag,EPAC2 antagonist,Mm-Cpn inhibitor,CCT chaperon mod,pAkt inh,DRD3 antagonist
O=c1c2ccccc2nc2n1CCO2,-1,15%,i,14%,0%,-2.8,i,-8
Cc1nn(C)c(Cl)c1CN1CCC(CO)(CC2CCCCO2)CC1 (stereo not given),-6,9%,-17%,6%,6%,-3.3,i,2
COc1ccc(NC(=O)Nc2cccc([N+](=O)[O-])c2)cc1Cl,-2,-5%,-23%,-2%,1%,-13,i,-5
COc1ccc(S(=O)(=O)CCc2nnc(NC(=O)c3ccc(F)cc3)s2)cc1,8,-3%,-35%[inhibitor],1%,-1%,-0.1,i,10
Cc1ccccc1NC(=O)CSc1nc2ccc(Nc3nc(N4CCOCC4)nc(N4CCOCC4)n3)cc2s1,7,0%,-12%,-13%,0%,0.5,i,27
O=C(CCn1cccn1)Nc1ccc2c(c1)OCCO2,-5,6%,0%,-1%,1%,1.5,i,-2
CNC(=O)CN(Cc1ccccc1)S(=O)(=O)c1ccccc1,5,6%,i,7%,0%,-1.6,i,7
O=C(CCCc1nc2ccccc2s1)Nc1ccc(N2CCOCC2)cc1,-1,1%,-3%,17%,-1%,-2.1,i,5
O=C(CN1CCN(c2ccccn2)CC1)Nc1ccc(OCc2ccccc2)cc1,50*,1%,-46%[inhibitor],-25%,-1%,-0.5,i,13
COc1ccc(/C=C2/NC(=O)CNC2=O)cc1,4,6%,i,-1%,0%,-0.3,i,0
